Screens as filed in PubChem BioAssay.
ERG-DNA inh: qHTS for Small Molecule Inhibitors of the ERG Ets/DNA interaction; Transcriptional regulator ERG (Homo sapiens), P11308; fluorescence polarization, His-ERG Ets domain / labelled DNA; Potency, µM (doses to about 76.9 µM), inactives show at the top dose FP activity, negative = inhibition, usual class: inhibitors; actives 0.028% (n = 370,000); active means well fitted inhibition curve with a large enough effect in the polarisation, with a control signal flat; inconclusive means small, poorly fitted or top-dose-only effect, or effect the other way, or a change in a side signal; inactive means no such curve, though single readings can be large or run the other way; the % refers to the polarisation;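 further: polarization taken with two DNA probes labelled with fluorescein and Texas red; potency means the concentration at half of the fitted maximal effect; % of control where 0% means no effect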
Target sequence (P11308 whole entry, looked up, the tested form may be a part): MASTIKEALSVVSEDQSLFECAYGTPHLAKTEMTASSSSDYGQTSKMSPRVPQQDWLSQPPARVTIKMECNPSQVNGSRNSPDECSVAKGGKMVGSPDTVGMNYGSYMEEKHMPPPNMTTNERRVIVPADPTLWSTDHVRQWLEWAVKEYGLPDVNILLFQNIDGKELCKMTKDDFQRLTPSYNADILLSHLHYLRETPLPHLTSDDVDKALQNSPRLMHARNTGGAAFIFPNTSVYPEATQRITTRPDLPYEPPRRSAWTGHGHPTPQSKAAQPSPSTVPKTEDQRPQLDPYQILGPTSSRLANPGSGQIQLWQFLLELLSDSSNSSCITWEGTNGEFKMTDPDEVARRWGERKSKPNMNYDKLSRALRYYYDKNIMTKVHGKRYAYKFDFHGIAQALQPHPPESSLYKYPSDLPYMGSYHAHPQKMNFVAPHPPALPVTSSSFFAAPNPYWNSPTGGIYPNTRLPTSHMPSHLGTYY
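His-tagged ERG Ets domain (1 uM in the protein solution; 300mM KCl, 50mM Tris-HCl, 1mM EDTA, 1mM DTT, pH 7.5) received compound, then a probe mix of 5 nM fluorescein-DNA and 100nM Texas-615-DNA. Fluorescence polarization was read for both dyes.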
LDHA block: qHTS assay for inhibitors of human lactate dehydrogenase; L-lactate dehydrogenase A chain (Homo sapiens), P00338; purified LDHA, NADH/diaphorase-resazurin fluorescence; hits give low values; activity change, % (values are at about 110 or 230 µM); actives 0.15% (n = 480,000); AID 1347041, 2019; in the data active means activity change below about -30%; inconclusive means mostly about -25% to -30%;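 further: plate controls were DMSO wells for no effect and wells without enzyme for full effect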
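Human LDH5 (2 nM) was incubated with 0.06 mM NADH and 0.2 mM pyruvate for 5 min at room temperature in Tris pH 7.4. Remaining NADH was coupled through diaphorase/resazurin, and resorufin fluorescence was read at 0 and 20 min.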
APE1 inh: qHTS Assay for Inhibitors of the Human Apurinic/apyrimidinic Endonuclease 1 (APE1) | recombinant APE1, TAMRA/BHQ-2 abasic DNA cleavage fluorescence | Potency, µM (titrated, usually from 65.8 µM), for the others: at the top dose activity change, negative = inhibition, usual class: inhibitors | actives 0.35% (n = 350,000) | AID 2517, 2012;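 further: potency means the concentration at half of the fitted maximal effect; plate controls were vehicle for no effect and reference inhibitor for full effect; nearly all actives have a fitted effect of over 55% in size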
Target sequence (P27695 whole entry, looked up): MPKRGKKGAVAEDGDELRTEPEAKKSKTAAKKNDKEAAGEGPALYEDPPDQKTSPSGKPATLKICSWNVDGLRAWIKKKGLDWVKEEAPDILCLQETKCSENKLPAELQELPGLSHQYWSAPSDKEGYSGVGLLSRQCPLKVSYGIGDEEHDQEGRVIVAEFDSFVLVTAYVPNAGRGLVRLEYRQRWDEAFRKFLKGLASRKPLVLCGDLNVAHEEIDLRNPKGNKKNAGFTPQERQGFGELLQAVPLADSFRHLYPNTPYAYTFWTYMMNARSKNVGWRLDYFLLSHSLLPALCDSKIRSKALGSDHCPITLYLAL
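Endonuclease cleavage of a quenched abasic-site DNA duplex (50 nM) by APE1 (0.75 nM) was tracked by TAMRA dequenching. Compounds were preincubated with enzyme 15 min at room temperature; data normalized to buffer-only and DMSO wells plus NSC13755 control.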
ALOX12 inh: Primary qHTS assay for inhibitors of human arachidonate 12S-lipoxygenase (ALOX12): Round 2; Polyunsaturated fatty acid lipoxygenase ALOX12 (Homo sapiens), P18054; purified 12hLO, xylenol orange hydroperoxide absorbance; Potency, µM (highest dose often 108 µM), for inactives: at the highest dose activity change, negative = inhibition, usual class: inhibitors; actives 1.1% (n = 580,000); further: potency means the concentration at half of the fitted maximal effect; on the % scale 0 is the no-effect control and ±100 the full control effect
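Hydroperoxide product was detected by ferrous iron/xylenol orange as the 573 to 405 nm absorbance ratio. Arachidonic acid at 40 uM (final) was turned over for 30 min at room temperature by 150 nM human 12hLO, pH 7.0 Hepes buffer, after 15 min compound preincubation.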
RGS4 inhibitor: Inhibitors of Regulator of G Protein Signaling (RGS) 4: qHTS | Regulator of G-protein signaling 4 (Homo sapiens), P49798 | Transcreener GDP fluorescence polarization, RGS4-accelerated GTP hydrolysis | Potency, µM (highest dose often 114 µM), without a hit: at the highest dose activity change, negative = inhibition, most hits filed as inhibitors | actives 0.039% (n = 390,000) | AID 504845, 2011; further: potency means the concentration at half of the fitted maximal effect; on the % scale 0 is the no-effect control and ±100 the full control effect; nearly all actives have a fitted effect of over 75% in size; some results filed as inactive show a strong effect at the top dose
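MLSMR compounds (23 nl, pin-transferred) preincubated 10 min at room temperature with a 500nM (2x) first reagent, then RGS4 at 900nM (2x) plus Transcreener GDP mix added; fluorescence polarization (620/688 nm) read before and after 90 min at 30 °C.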
Pol kappa inh: qHTS for Inhibitors of Polymerase Kappa; Potency, µM (titrated, usually from 107 µM), inactives show at the top dose activity, negative = inhibition, actives largely listed as inhibitors; actives 0.53% (n = 400,000); purified Pol kappa, fluorescent DNA synthesis assay, 10 min; further: potency means the concentration at half of the fitted maximal effect; on the % scale 0 is the no-effect control and ±100 the full control effect
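Enzyme at 10 nM met test compounds for 15 min at room temperature. Substrate addition (50 nM final) began the reaction, which was monitored by fluorescence at 0 and 10 min.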
POLB inh: qHTS Assay for Inhibitors of DNA Polymerase Beta; Pol beta primer extension/strand displacement, fluorescence kinetic; P06746; Potency, µM (titrated, usually from 114 µM), inactives show top-dose activity change, negative = inhibition, actives largely listed as inhibitors; actives 1.3% (n = 340,000); further: potency means the concentration at half of the fitted maximal effect; on the % scale 0 is the no-effect control and ±100 the full control effect
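Pol beta (10 nM) and compounds were preincubated 15 min at room temperature, then 50 nM substrate (final) started primer extension/strand displacement. Reads were taken at 0 and 10 min; concentration-response data were fitted to a four-parameter Hill equation.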
POLH inh: qHTS for Inhibitors of Polymerase Eta | recombinant Pol eta, fluorescent DNA replication assay | Potency, µM (series often up to 114 µM), inactives show at the top dose activity change, negative = inhibition, usual class: inhibitors | actives 1.2% (n = 390,000) | AID 588591, 2011; further: potency means the concentration at half of the fitted maximal effect; on the % scale 0 is the no-effect control and ±100 the full control effect
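Pol eta at 10 nM preincubated with compounds 15 min at room temperature; reaction started with fluorescent substrate (50 nM final) and read kinetically at 0 and 10 min.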
Anesthetic bind: qHTS Assay for Identification of Novel General Anesthetics; Ferritin light chain (Equus caballus), P02791; apoferritin/1-aminoanthracene competitive binding, fluorescence; Potency, µM (doses to about 77.5 µM), for the others: at the highest dose activity change, negative = displacement, usual class: inhibitors; actives 0.074% (n = 350,000); further: potency means the concentration at half of the fitted maximal effect; on the % scale 0 is the no-effect control and ±100 the full control effect; nearly all actives have a fitted effect of over 20% in size
Target sequence (P02791 2-175 limits assumed): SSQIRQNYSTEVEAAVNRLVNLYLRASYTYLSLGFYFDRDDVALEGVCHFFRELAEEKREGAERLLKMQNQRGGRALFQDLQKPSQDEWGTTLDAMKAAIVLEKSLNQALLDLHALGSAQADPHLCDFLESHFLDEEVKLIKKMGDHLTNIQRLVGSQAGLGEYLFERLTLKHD
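10 uM apoferritin + 50% sat. 1-AMA, PBS; cpd 10 min RT; Ex380/Em535 endpoint; normalized to free probe vs complex; 4-param Hill fit; propofol titration as pos. ctrl.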
* = called active by the depositor; ? = inconclusive; · = no result given; & = joins results of further samples; [ ] = dose if it differs, or a comment. Unless noted, the call rests on the fitted dose curve; in most records, active means well fitted curve in the direction sought with a large enough effect; inconclusive means small, poorly fitted or top-dose-only effect, or another doubt; inactive means no such curve, though single readings can be large; an effect the other way counts as inactive or inconclusive. Some of the compounds tested; rates above refer to the full screens.

SMILES	ERG-DNA inh	LDHA block	APE1 inh	ALOX12 inh	RGS4 inhibitor	Pol kappa inh	POLB inh	POLH inh	Anesthetic bind
CCOC(=O)N1CCOCCOCCN(C(=O)OCC)CCOCC1	-12.6%	-1.4	-0.8%	0.0%	-7.3%	-16.0%	-8.0%	-2.8%	-16.6%
Cc1ccc(Nc2c(-c3ccsc3)nc3cccc(C)n23)cc1	-2.2%	-1.5&-0.4	·	3.2%	30.9%&6.3%	-17.4%&-1.7%	-0.4%	-22.7%	-13.1%
O=c1c2c(nc3c(-c4cccc(Br)c4)c[nH]n13)CCCC2	5.5%	-0.3	0.0%	-7.5%	9.2%	-17.9%	2.3%	1.0%	-0.8%
O=C(/C=C/c1ccc(Cl)cc1Cl)N1CCc2ccccc21	7.9%	-2.7	3.5%	-1.7%	-12.2%	1.0%	2.6%	-18.9%	-1.0%
Cc1cc(C(=O)O)ccc1[N+](=O)[O-]	-6.0%	1.1	1.8%&0.1%	-8.1%	11.6%	-0.3%	·	-5.8%	·
COc1ccc(C(=O)C[n+]2ccc3c(c2)nnn3-c2ccccc2)cc1	34.4%[activator]	9.4	0.1%	9.3%	-23.4%	2.1%	-1.2%	-19.0%	-22.6%
O=C1[C@H](Cc2ccccc2)NCCCC[C@@H](c2ccc(Cl)cc2)N1Cc1ccc(Cl)cc1	-5.7%	5.3	·	-12.0%	9.1%	-14.3%&-8.0%	·	-17.1%	·
COc1cc(O)ccc1/C=N/NC(=O)c1ccc([N+](=O)[O-])cc1	0.0%	-5.5	?	-1.6%	-20.3%	-10.4%	0.8%	-19.9%	-20.9%
CCN(CC(=O)Nc1ccc2c(c1)OC(F)(F)O2)Cc1nc2ccccc2c(=O)[nH]1	5.8%	-1.9	-3.2%	5.5%	-6.7%	-6.3%	30.2%	-18.3%	-8.9%
COC(=O)c1cc(OC)c(OC)cc1NC(=S)NC(=O)c1ccco1	18.7%	0.9	8.7%	30.4%[activator]	-33.4%	10.2%	19.4%	-11.8%	-6.0%
COc1ccc(C(=O)COC(=O)CCCC(=O)Nc2cc(C(F)(F)F)ccc2Cl)cc1	0.3%	-1.5	·	3.6%	-17.8%	2.7%	-2.9%	-25.1%	-23.3%
CC(C)NC(=S)NN(c1ccccc1)c1ccccc1	6.0%	-2.8	0.9%	11.6%	-25.0%	4.4%	-0.4%	-14.2%	?
CCOc1c(Nc2cccc(Cl)c2)c(=O)c1=O	0.5%	0.0	5.2%	0.0%	-25.2%	7.1%	8.2%	-9.1%	-9.9%
Cc1cc(=O)oc2cc(OC(C)C(=O)NCC3CCC(C(=O)O)CC3)c(Cl)cc12 (centres undefined)	1.0%	1.2	4.7%	23.3%	-4.2%	17.2%	-3.9%	-15.4%	1.8%
COc1ccc(N2C(=O)CC(N3CCN(c4ccc(C(=O)c5cccnc5)cc4)CC3)C2=O)cc1 (centres undefined)	-3.0%	-2.5	-0.6%	3.7%	5.2%	-11.8%	6.5%	-1.5%	-16.6%
Cc1cnc(CNC(=O)c2ccc3oc(Cc4ccccc4)nc3c2)[nH]1	-13.5%	-6.4	3.6%	25.2%	28.9%	-5.9%	20.6%	5.5%	-24.0%
Cc1nn(-c2ccccc2)c(N)c1C1(O)C(=O)Nc2ccc([N+](=O)[O-])cc21 (centres undefined)	-6.4%	6.1	2.3%	-8.6%	-3.4%	-13.1%	9.4%	-15.1%	?
COc1ccc(C2C(C(=O)c3sc(C)nc3C)=C(O)C(=O)N2CCCn2ccnc2)cc1 (centres undefined)	2.7%	-2.5	·	3.0%	11.2%	-18.6%	·	-6.9%	·
COc1cccc(S(=O)(=O)NCc2ccc(C(=O)N3CCN(Cc4ccccc4)CC3)cc2)c1	106.2%[activator]	-2.1	2.5%	-58.2%	5.9%	-20.8%	24.1%	-9.9%	-14.2%
C/C(=N\NC(=O)C(=O)Nc1ccc(C)cc1)c1ccncc1	-11.5%	-3.7	2.3%	1.5%	29.4%	-13.2%	44.6%	-5.6%	-10.7%
O=C(Nc1cccc(S(=O)(=O)N2CCCC2)c1)c1ccncc1	6.8%	-1.3	3.5%	0.0%	-12.7%	-5.5%	16.4%	-6.3%	-11.9%
Cc1ccc(Cn2c(=O)c3c(nc4n3CCN4c3cc(C)cc(C)c3)n(C)c2=O)cc1	4.1%	-9.5	·	-28.4%	8.9%	-3.6%	-27.9%	-6.1%	-2.1%
C(#CCN1CCCC1)CC(c1ccccc1)c1ccccc1	-9.6%	0.6&-2.3	-10.3%	15.8%&-13.8%	-0.7%	-0.1%	-0.6%	-7.9%	-8.4%
Cc1noc(C)c1COc1cccc(C(=O)NCCc2c[nH]c3ccccc23)c1	-1.8%	-0.2	6.2%	-14.8%	-8.9%	-4.9%	28.9%	-16.5%	-14.3%
O=C(Nc1cc(C(F)(F)F)ccc1-n1cncn1)c1ccc(Br)cc1	5.8%	-2.8	?	-11.6%	-25.5%	4.5%	3.6%	-0.4%	-13.4%
COCCCNC(=S)NC1CC2CCC(C1)N2Cc1ccccc1 (centres undefined)	2.8%	-8.4	-1.9%	-23.7%	19.3%	-9.4%	-28.6%	0.6%	-1.8%
COc1cc(C(=O)NCc2ccc(OCCN(C)C)cc2)cc(OC)c1OC	-7.9%	-7.0	-1.9%	3.3%	10.1%	-4.3%	·	-10.1%	-4.6%
COc1ccccc1NS(=O)(=O)c1cc(C(=O)NCc2cccnc2)ccc1C	6.8%	-0.2	-9.0%	-17.0%	6.8%	-19.2%	·	5.3%	·
COc1cccc(NC(=O)COc2ncnc3sc(C)c(C)c23)c1	3.5%	2.1	-3.4%	?	25.6%	-13.6%	-21.0%	-7.2%	-7.0%
Cc1ccc(NC(=O)Cn2cnc3c(OCc4ccccc4)ncnc32)cc1C	4.9%	-9.2	4.7%	-8.9%	6.3%	-5.4%	·	-2.2%	·
COc1ccc(C)cc1S(=O)(=O)NCCC1=CCCCC1	-5.9%	-0.1	-4.2%	-15.7%	-10.1%	-2.3%	5.6%	-19.5%	?
O=C(CSc1nnc(NC2CC2)s1)NN1C(=O)NC2(CCCCC2)C1=O	-2.7%	-6.1	0.1%	5.1%	-3.3%	-13.7%	·	-15.1%	·
O=C(CCc1nnc(Cc2cccc(C(F)(F)F)c2)o1)NCCc1ccccc1F	-7.0%	-3.2	8.0%	0.0%	13.8%	-2.2%	14.9%	-4.8%	-17.0%
CCc1ccc(NC(=O)N[C@H](C(=O)O)C(C)CC)cc1 (some centres undefined)	-4.8%	-3.8	1.2%	4.6%	-5.6%	-1.7%	2.7%	-16.4%	39.2%[activator]
O=c1c(Cc2c(F)cccc2Cl)c(O)ccn1CCCN1CCOCC1	14.7%	-0.4	-6.3%	0.0%	0.2%[56.9 µM]	3.1%	10.0%	-12.3%	0.0%
O=C(NC1CCCCC1)c1cc([N+](=O)[O-])[nH]n1	-3.5%	-3.7	1.9%	-19.8%	-13.1%	-1.0%	3.1%	-15.1%	-10.4%
COc1cccc(C(=O)Nc2ccc(NC(=O)C3CC3)nc2)c1	0.8%	-7.3	72.9%[activator]	?	2.1%	-9.4%	2.4%	-18.7%	0.3%
COC(=O)/C=C/COc1ccccc1[N+](=O)[O-]	-3.7%	1.4	-3.6%	2.4%	-105.7%[56.9 µM]	3.5%	?	-15.4%	-10.5%
CCOC(=O)Cn1c(=O)c2c(nc(Br)n2CC(=O)OCC)n(C)c1=O	-1.9%	-3.9	1.1%	-7.1%	-20.7%	-4.2%	37.9%	-6.2%	-6.2%
Cc1ccccc1N(CC(=O)NCCc1ccccc1)C(=O)c1csnn1	-8.1%	-5.1	33.9%	-18.7%	-14.5%	-2.5%	1.6%	-8.5%	0.1%
O=C(NN1C(=O)C2C3C=CC(C4CC34)C2C1=O)c1ccccc1Cl (centres undefined)	1.8%	-5.0	2.2%	-2.2%	4.0%	-12.7%	72.0%	-12.7%	3.3%
Cc1ccc(NC2=NC(=S)N(CC#N)C23CCCCC3)cc1	-3.8%	-3.3	-1.4%	32.6%[activator][57.4 µM]	4.2%	-5.6%	6.5%	-1.0%	-6.7%
O=C(Nn1cnnc1)c1ccc(OC(F)(F)C(F)C(F)(F)F)cc1 (centres undefined)	-3.8%	-0.1	31.8%	12.4%	15.9%	-10.4%	-3.1%	-6.8%	-8.5%

Part of the list above in order of molar mass, descending.
SMILES	ERG-DNA inh	LDHA block	APE1 inh	ALOX12 inh	RGS4 inhibitor	Pol kappa inh	POLB inh	POLH inh	Anesthetic bind
CCOC(=O)Cn1c(=O)c2c(nc(Br)n2CC(=O)OCC)n(C)c1=O	-1.9%	-3.9	1.1%	-7.1%	-20.7%	-4.2%	37.9%	-6.2%	-6.2%
Cc1ccc(NC2=NC(=S)N(CC#N)C23CCCCC3)cc1	-3.8%	-3.3	-1.4%	32.6%[activator][57.4 µM]	4.2%	-5.6%	6.5%	-1.0%	-6.7%
O=C(NC1CCCCC1)c1cc([N+](=O)[O-])[nH]n1	-3.5%	-3.7	1.9%	-19.8%	-13.1%	-1.0%	3.1%	-15.1%	-10.4%
